Bioassay records (PubChem BioAssay)
HCV inhibitor: inhibitors of hepatitis C virus infection | Huh7.5.1 HCVcc-Cre infection, luciferase reporter, 44 h | Potency, µM (highest dose often 41.8 µM), inactives show at the top dose activity change, negative = inhibition, actives largely listed as inhibitors | actives 3.4% (n = 340,000); further: potency means the concentration at half of the fitted maximal effect
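A cell-based infection assay in which seeded cells (1,000 per well) receive test compound after 4 h, are inoculated with HCVcc-Cre at approximately 0.5 moi, and are incubated 44 h before luminescence detection.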
TbPYK inhibitor: inhibitors of Trypanosoma brucei pyruvate kinase; TbPYK enzyme, Kinase-Glo Plus ATP luminescence, 45 min; actives 0.12% (n = 410,000); Q57TT1; Potency, µM (series often up to 76.8 µM), for inactives: at the top dose activity, negative = inhibition, hits mostly inhibitors; further: potency means the concentration at half of the fitted maximal effect; nearly all actives have a fitted effect of over 50% in size
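Luminescent Kinase-Glo Plus end-point after 45 min room-temperature reaction of T. brucei pyruvate kinase started with 130 uM ADP (final). Buffer TEA 50 mM pH 7.2 with KCl, MgCl2, BSA, Tween-20; titration-based qHTS with fitted concentration-effect curves.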
AmpC inh no detg: inhibitors of E. coli AmpC beta-lactamase without detergent | P00811 | AmpC nitrocefin hydrolysis, absorbance 480 nm, 0.0001% Triton | Potency, µM (doses to about 57.1 µM), inactives show top-dose activity change, negative = inhibition, hits mostly inhibitors | actives 0.52% (n = 330,000);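 further: potency means the concentration at half of the fitted maximal effect; plate controls were no compound for no effect and no enzyme for full effect; nearly all actives have a fitted effect of over 20% in size; some results filed as inactive show a strong effect at the top dose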
Target sequence (P00811 whole entry, looked up): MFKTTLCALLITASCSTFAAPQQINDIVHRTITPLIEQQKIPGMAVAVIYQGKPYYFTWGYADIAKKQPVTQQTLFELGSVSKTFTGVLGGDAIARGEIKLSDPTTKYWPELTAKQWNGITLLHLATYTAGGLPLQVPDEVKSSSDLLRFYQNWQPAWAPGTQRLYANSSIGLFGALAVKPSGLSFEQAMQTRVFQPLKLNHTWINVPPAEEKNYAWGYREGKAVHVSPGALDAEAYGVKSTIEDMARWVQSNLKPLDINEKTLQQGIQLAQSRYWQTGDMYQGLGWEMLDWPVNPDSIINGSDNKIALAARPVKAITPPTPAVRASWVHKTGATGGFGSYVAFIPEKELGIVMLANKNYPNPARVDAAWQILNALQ
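20 mM phosphate pH 7.0 + 0.01% (detergent screen) or 0.0001% Triton X-100; 5.3 nM AmpC reagent; cpd preinc 15 min RT; nitrocefin (800 uM stock) to start; A480 q20 s × 4 min; Activity was normalised to no-enzyme and no-compound control wells.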
AmpC detergent: blocks E. coli AmpC beta-lactamase in detergent assay; AmpC hydrolysis of nitrocefin, absorbance 480 nm, 0.01% Triton; Potency, µM (series often up to 114 µM), for inactives: top-dose activity change, negative = inhibition, hits mostly inhibitors; actives 0.041% (n = 370,000);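 further: potency means the concentration at half of the fitted maximal effect; 0% = no-compound wells and -100% = no-enzyme wells; nearly all actives have a fitted effect of over 25% in size; some results filed as inactive show a strong effect at the top dose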
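20 mM phosphate pH 7.0 + 0.01% (detergent screen) or 0.0001% Triton X-100; 5.3 nM AmpC reagent; cpd preinc 15 min RT; nitrocefin (800 uM stock) to start; A480 q20 s × 4 min; Activity was normalised to no-enzyme and no-compound control wells.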
AMA1 RON2 block: disrupts binding of P. falciparum AMA1 to RON2; AID 720542; AlphaScreen AMA1-biotinylated RON2 peptide binding; actives 0.2% (n = 360,000); Potency, µM (series often up to 58.2 µM), for the others: at the highest dose activity change, negative = inhibition, usual class: inhibitors;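 further: potency means the concentration at half of the fitted maximal effect; 0% = vehicle wells and -100% = peptide control; nearly all actives have a fitted effect of over 45% in size; some results filed as inactive show a strong effect at the top dose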
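AMA1 (3D7) with his tag at 25 nM final met compounds first, then biotinylated RON2 peptide at 25 nM; detection used donor plus acceptor beads, 10 µg/mL apiece, read by AlphaScreen after 30 min at room temperature.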
LmPK inh: inhibitors of Leishmania mexicana pyruvate kinase. actives 0.37% (n = 290,000). AID 1721. purified LmPK, Kinase-Glo ATP luminescence, 1 h. Q27686. Potency, µM (top dose mostly 57.5 µM), for inactives: at the top dose activity change, negative = inhibition, hits mostly inhibitors; further: potency means the concentration at half of the fitted maximal effect
Target sequence (Q27686 whole entry, looked up): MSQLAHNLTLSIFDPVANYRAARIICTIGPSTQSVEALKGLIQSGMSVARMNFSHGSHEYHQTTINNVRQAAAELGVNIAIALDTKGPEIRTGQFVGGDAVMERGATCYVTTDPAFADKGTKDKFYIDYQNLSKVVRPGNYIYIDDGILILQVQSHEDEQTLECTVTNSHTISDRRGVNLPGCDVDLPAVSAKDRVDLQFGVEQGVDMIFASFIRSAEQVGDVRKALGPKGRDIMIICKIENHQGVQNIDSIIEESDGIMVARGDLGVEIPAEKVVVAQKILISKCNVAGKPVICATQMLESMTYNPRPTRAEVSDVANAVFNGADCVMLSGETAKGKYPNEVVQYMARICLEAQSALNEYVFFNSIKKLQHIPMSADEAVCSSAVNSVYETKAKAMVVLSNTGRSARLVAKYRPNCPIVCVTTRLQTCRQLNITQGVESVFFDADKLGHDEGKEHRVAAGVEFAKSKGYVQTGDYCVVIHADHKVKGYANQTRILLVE
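Purified LmPK (0.1 nM) converted ADP (0.1 mM) to ATP with PEP (0.5 mM) in imidazole buffer pH 7.2 with KCl and MgCl2, 1 h at room temperature. ATP was read by Kinase-Glo luminescence; data normalized to uninhibited and no-enzyme controls.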
HCMV inh: blocks human cytomegalovirus replication; HFF cells, HCMV-luciferase reporter, 72 h; stronger effect = lower value; activity change, negative = inhibition, % at 57.5 µM; actives 4.5% (n = 410,000); AID 1259415; in the data active means activity change below about -60%; inconclusive means no clear call, values can overlap the other calls; inactive means above about -39%
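Compounds were evaluated in HFFs infected with an HCMV luciferase reporter virus (MOI 1 PFU/cell). Luciferase in lysates collected 72 h post infection served as the replication measure.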
An asterisk follows results filed as active; ? = inconclusive; . = not tested or not shown; [ ] = dose if it differs, or a comment. Unless noted, the call rests on the fitted dose curve; in most records, active means well fitted curve in the direction sought with a large enough effect; inconclusive means small, poorly fitted or top-dose-only effect, or another doubt; inactive means no such curve, though single readings can be large; an effect the other way counts as inactive or inconclusive. Unless noted, on the % scale 0 is the no-effect control and ±100 the full control effect.

SMILES | HCV inhibitor | TbPYK inhibitor | AmpC inh no detg | AmpC detergent | AMA1 RON2 block | LmPK inh | HCMV inh
O=C(NCc1ccco1)Nc1cccc(-c2ccccc2)c1 | -10% | 5% | . | . | 2% | . | -24
Cc1cccc(CSC2=NCCN2C(=O)c2ccco2)c1 | 1% | -2% | 2% | ? | 1% | 1% | -29
O=C(NCC(=O)N1CCC2(CC1)NCCc1[nH]cnc12)c1cccc(Cl)c1 | 0% | 4% | -3% | 3% | -9% | 11% | -25
COc1cccc(C(=O)Nc2ccc(S(=O)(=O)Nc3cc(C)nc(C)n3)cc2)c1 | -3% | 7% | 52% | -4% | 8% | 1% | -18
CN(C)c1ccc(/C=C/c2cccc[n+]2[O-])cc1 | 11% | -18% | -9% | 1% | -7% | -2% | 135
CCCCNC(=O)CSc1nc2ccccc2n1S(=O)(=O)c1ccc(Br)cc1 | 22% | -4% | -9% | -22% | -3% | 5% | -35
CC(=O)Nc1ccc(NC(=O)CSc2ccc3nnc(CCNC(=O)c4ccccc4)n3n2)cc1 | 10% | 6% | -11% | -8% | -4% | 0%[11.5 µM] | -26
Cc1cccc(S(=O)(=O)NCCc2ccccc2)c1 | 6% | -12% | -26% | -9% | -1% | 1% | -24
COc1ccc(C(C)=O)cc1CN1CC=C(c2ccccc2)CC1 | 4% | 0% | -4% | -12% | -16% | 1% | .
CCN(CC)Cc1c(C(=O)OC)nnn1-c1nonc1N | 6% | 2% | -2% | -6% | 7% | 3% | 3
CCCSC1=NC2(CCN(C(=O)NC3CCCCC3)CC2)N=C1c1ccccc1 | . | -1% | . | -6% | . | . | -2
Cc1ccc(C(=O)NC2CC(C)(C)NC(C)(C)C2)cc1 | 11% | 0% | 123% | -14% | 3% | -3% | -10
Cc1cc(C)n2cc(CSc3nnc(-c4ccccc4)o3)nc2n1 | 2% | 1% | -12% | -15% | 3% | 0% | -19
Cc1c(C(=O)N/N=C/c2ccncc2)no[n+]1[O-] | ? | -19% | -9% | 5% | 76%[activator] | -11% | -21
COc1ccc2[nH]c(C)c(-c3csc(N)n3)c2c1 | 13% | -7% | -21% | ? | 16% | 0% | 9
CCC(c1nnnn1C(C)(C)CC)N(CCCO)Cc1cc2cc(C)cc(C)c2[nH]c1=O (stereo not drawn) | 4% | -14% | 129%[activator] | -11% | -7% | -1% | 10
O=C(NCc1ccccc1)c1cccc(S(=O)(=O)N2CCOCC2)c1 | -4% | 3% | ? | 2% | -2% | 0% | -39
O=C(Cn1ncc2c(=O)oc3ccccc3c21)N1CCCN(Cc2ccccc2F)C1 | 0% | -7% | -11% | ? | 8% | 0% | 0
O=C(COC(=O)C1CC1)Nc1c(Cl)cccc1C(F)(F)F | -2% | -4% | -13% | -3% | -7% | . | -1
CC(C)(C)NC(=O)C(c1ccc(F)cc1)N(Cc1ccccc1Cl)C(=O)c1ccn[nH]1 (stereo not drawn) | -2% | -7% | 71%[activator] | 5% | 30%[activator] | 7% | 6
CN(C(=O)COC(=O)c1cc(-c2ccco2)nc2ccccc12)C1CCS(=O)(=O)C1 (stereo not drawn) | -5% | -3% | 4% | ? | ? | 1% | -6
CCCN=C1CC(C)(C)CC(=O)/C1=C(/O)CCC | -11% | -1% | -1% | -10% | -2% | -1% | -8
COc1ccc(OC)c(/C=N/NC(=O)c2ccc(N(C)S(=O)(=O)c3ccccc3)cc2)c1 | ? | 1% | -13% | 7% | 18% | 0% | -9
Cc1cc(C(=O)CSc2nc(N)cc(N)n2)c(C)n1C1CC1 | 16% | -2% | -16% | 13% | -8% | 4% | -3
CC(Oc1cc2oc(=O)c3c(c2cc1Cl)CCC3)C(=O)NCCCN1CCOCC1 (stereo not drawn) | 4% | -8% | 6% | 0% | -7% | -3% | 9
CN(C)c1oc(-c2ccccc2)nc1C#N | -18% | 1% | -7% | 3% | -9% | -2% | 52
CCc1ccc(NC(=O)C(=S)NC2CCCCC2)cc1 | -5% | -1% | -20% | 4% | 26% | -2% | 1
COCCNC(=O)C1CCC(CNS(=O)(=O)c2ccc3c(c2)CC(C)N3C(=O)C2CC2)CC1 (stereo not drawn) | -4% | 2% | 70%[activator] | 3% | 14% | 2% | 3
CC(=O)c1ccc([N+](=O)[O-])cc1 | 24% | -15% | -1% | 1% | 6% | . | 3
CC(=O)c1cc(F)c(N2CCN(C(=O)Cc3ccccc3)CC2)cc1C | -9% | -12% | 18% | 8% | 3% | 2% | -11
O=C(CSc1nccc(-c2cccs2)n1)Nc1cccc(Cl)c1 | ? | -6% | -41% | 2% | 16% | 6% | -25
C=C(C)Cc1c(C)c(C#N)c2nc3ccccc3n2c1NCCCN(C)C | 3% | -9% | -8% | 4% | 12% | -16% | ?
Cc1ccccc1NC(=O)CSc1nccn1Cc1ccco1 | . | -6% | . | . | 12% | . | 31
Cc1cc(C)cc(NC(=O)CSc2nc3ncccc3[nH]2)c1 | . | 5% | . | 6% | . | . | -21
O=C(Nc1ccc(C(=O)N2CCOCC2)cc1)c1cc(-c2cccnc2)nc2ccc(Br)cc12 | ? | 0% | 218%[activator] | 0% | 1% | 0% | -107*
Cc1ccc(NC(=O)CCNC(=O)c2ccc([N+](=O)[O-])cc2)cc1C | -30% | -11% | -42% | 0% | -4% | 6% | -12

Full records as entered above. Screens in order: HCV inhibitor	TbPYK inhibitor	AmpC inh no detg	AmpC detergent	AMA1 RON2 block	LmPK inh	HCMV inh
`CC(=O)c1cc(F)c(N2CCN(C(=O)Cc3ccccc3)CC2)cc1C` across the screens: -9%	-12%	18%	8%	3%	2%	-11
`CN(C)c1oc(-c2ccccc2)nc1C#N` across the screens: -18%	1%	-7%	3%	-9%	-2%	52
`COCCNC(=O)C1CCC(CNS(=O)(=O)c2ccc3c(c2)CC(C)N3C(=O)C2CC2)CC1` (stereo not drawn) across the screens: -4%	2%	70%[activator]	3%	14%	2%	3
`CC(=O)c1ccc([N+](=O)[O-])cc1` across the screens: 24%	-15%	-1%	1%	6%	.	3

(continued)
SMILES | HCV inhibitor | TbPYK inhibitor | AmpC inh no detg | AmpC detergent | AMA1 RON2 block | LmPK inh | HCMV inh
CC(=O)Nc1cccc(NC(C)=C(C#N)C#N)c1 | 4% | -7% | -11% | -7% | 12% | 0% | ?
O=S(=O)(c1ccccc1)N1C2CCC1CC(O)(c1cccnc1)C2 (stereo not drawn) | 3% | -1% | -28% | 1% | -14% | -5% | 3
Cc1cc(/C=C(\C#N)C(=O)O)c(C)n1CCC(C)C | -7% | 5% | -16% | -4% | -15% | -4% | -23
O=C(COC(=O)c1ccc2ccccc2n1)NCc1ccccc1 | 12% | 1% | 1% | -1% | 9% | 8% | ?
O=C(CCc1ccc(O)cc1)NN=Cc1ccc2c(c1)OCO2 | . | -5% | . | . | 97%[activator] | . | -31
O=C(NCC(=O)N(Cc1ccccc1)C(C(=O)NC1CCCC1)c1cccnc1)c1ccco1 (stereo not drawn) | 4% | 6% | -8% | -4% | 54%[activator] | -5% | 10
COc1ccc(NC(=O)Cn2cc(C(=O)c3ccccc3)c(=O)c3cc(OC)ccc32)c(OC)c1 | . | -1% | . | 17% | . | . | -1
COc1cc(OC)cc(C(=O)N[C@H](C(=O)Nc2ccc(F)cc2F)C(C)C)c1 | -16% | 2% | -12% | -12% | -1% | -5% | 11
N#CCCn1cc(C(=O)Nc2ccccc2Br)c(-c2ccc3c(c2)OCCO3)n1 | 9% | 0% | 41% | -11% | 0%[2.32 µM] | 3% | -5
CCc1nc2c(OCCOc3ccc(F)cc3)cccn2c1N(C=O)Cc1ccccc1 | . | 2% | . | . | -4% | . | -27
O=C(CSc1nnc(CNC(=O)c2ccccc2F)o1)NCCc1ccccc1 | 10% | -1% | -8% | 3% | 6% | 4% | -19
COc1cccc(CNS(=O)(=O)c2c(C(=O)N3CCC(C)CC3)c(C)n(C)c2C)c1 | . | -7% | . | 1% | . | . | -3
Cc1ccc2c(c1)N(C(=O)N1CCC(C(=O)NCc3ccco3)CC1)CC(C)O2 (stereo not drawn) | . | 2% | . | 17% | . | . | -1
CCOc1ccc(S(=O)(=O)NCCc2sc3nc(-c4ccc(C)cc4)nn3c2C)cc1 | . | 4% | . | -4% | . | . | -18
Cc1ccn2c(=O)cc(C)nc2c1 | 1% | -1% | -9% | -3% | 18% | 1% | -3
O=c1[nH]cc(S(=O)(=O)N2CCOCC2)c(=O)[nH]1 | ? | 4% | 10% | -13% | -13% | . | -30
Cc1cc(C)cc(C(=O)Nc2cc(C(F)(F)F)ccc2N2CCN(c3ccccc3)CC2)c1 | . | 2% | . | -2% | . | . | 5
Cc1cccc(N(CC(=O)Nc2ccc(Br)cc2)S(C)(=O)=O)c1C | . | 2% | . | 7% | . | . | 2
COCc1nnc(NC(=O)C(C)C)s1 | 17% | 0% | -19% | -15% | -1% | -1% | 7
CCCn1nnnc1NCc1c(F)cccc1Cl | 10% | -8% | -19% | 7% | 11% | -4% | -33
Cc1ccc(S(=O)(=O)N2CCOCC2)cc1NC(=O)COC(=O)c1ccc(Br)o1 | 3% | -12% | . | . | 11%[11.6 µM] | . | -2
COc1cccc(CNC(=O)CCc2c(C)c3ccc(O)c(C)c3oc2=O)c1 | . | -1% | . | 7% | . | . | -30
O=C1NC(=S)NC1=Cc1ccccc1O | 10% | -15% | . | . | -3% | . | ?
O=C(NCCN1CCCC1)c1ccc(CS(=O)(=O)c2c(Cl)cccc2Cl)o1 | 2% | -3% | 33% | -11% | 9% | 6% | 6
Cc1cccc(N=Nc2c(C)c(C#N)c(O)[nH]c2=O)c1 | 1% | -6% | -13% | 8% | 9% | -2% | ?
Cc1ccc(CCNC(=O)C2CC(c3ccc(C(F)(F)F)cc3)=NO2)cc1 (stereo not drawn) | -2% | 18% | 2% | 3% | 6% | 2% | -12
N/C(=N\OC(=O)c1ccc(Br)cc1)c1ccncc1 | 1% | -10% | -30% | 2% | -25% | -25% | -26
COc1ccc(C(O)c2nc(-c3ccccc3)cs2)cc1 (stereo not drawn) | . | -4% | . | . | -4% | . | 0
Cc1cc(NC(=O)CSc2nc3cc(Cl)ccc3c(=O)n2C(C)C)no1 | -9% | 4% | -1% | -13% | -6% | . | -32
CCC(C)NC(=O)[C@H]1N2C(=O)c3ccccc3C2SC1(C)C (stereo partly drawn) | 8% | -10% | -2% | 5% | -7% | -2% | 51
CCCCc1n[nH]c2c1/C(=N/O)CC(C)(C)C2 | 14% | 1% | -17% | ? | 17% | 1% | 17
COC(=O)c1ccc(Cc2ccccc2)o1 | 10% | -8% | -18% | -3% | -20% | -2% | 34
